BoNT-F LC inh: BoNT/F light chain protease inhibitors, primary screen, biochemical, flow cytometry, MLPCN library; Botulinum neurotoxin type F light chain protease (Clostridium botulinum); Multiplex microsphere protease cleavage assay; inhibition, % at 10 µM; hit rate 0.22% among 360,000; in the data active = inhibition above about 35%, passing the limit was not always enough; inconclusive = no clear call, values can overlap the other calls; also: plate controls were buffer without enzyme for full effect and enzyme alone for no effect
MazF activator: activators of E. coli MazEF toxin-antitoxin RNase, primary screen, biochemical, fluorescence, uHTS; Endoribonuclease toxin MazF (Escherichia coli (strain K12)), P0AE70; FAM/BHQ RNA-DNA oligo cleavage fluorescence, 5 h; activation, % at 20 µM; hit rate 0.32% among 350,000; AID 504720, 2011; in the data active = activation above about 50%
Target sequence (P0AE70 whole entry, looked up): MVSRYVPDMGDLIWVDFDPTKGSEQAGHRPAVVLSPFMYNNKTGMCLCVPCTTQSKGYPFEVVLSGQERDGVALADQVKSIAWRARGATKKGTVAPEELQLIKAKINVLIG
Anthrax LF inh2: Bacillus anthracis LF protease inhibitors, primary screen, biochemical, multiplex microsphere, MLPCN library; Lethal factor (Bacillus anthracis), P15917; multiplex microsphere protease cleavage assay; inhibition, % at 10 µM; hit rate 0.12% among 360,000; AID 588501, 2011; also: plate controls were buffer without enzyme for full effect and enzyme alone for no effect
SARS 3CLpro inh: SARS-CoV 3CLpro protease inhibitors, primary screen, biochemical, quenched FRET; inhibition, % at 6 µM; recombinant SARS-CoV 3CLpro, quenched FRET peptide cleavage; Replicase polyprotein 1ab (Severe acute respiratory syndrome coronavirus), P0C6X7; hit rate 0.14% among 290,000; in the data active = inhibition above about 12%
PrPC surface inh: inhibitors of human cell surface prion protein PrPC, primary screen, cell-based, TR-FRET. hit rate 0.43% among 370,000. inhibition, % at 13.8 µM. TR-FRET read-out. Major prion protein (Homo sapiens), P04156; in the data active = inhibition above about 24%; also: 0% = median of the test wells and 100% = reference compound wells
BoNT A protease: BoNT/A light chain protease inhibitors, primary screen, biochemical, flow cytometry, MLPCN library; multiplex microsphere protease substrate cleavage; inhibition, % at 10 µM; hit rate 0.17% among 360,000; also: plate controls were buffer without enzyme for full effect and enzyme alone for no effect
Rv3671c protease: Rv3671c serine protease inhibitors, primary screen, biochemical, fluorescence polarization, M. tuberculosis H37Rv; P9WHR9; inhibition, % at 5.96 µM; hit rate 0.048% among 320,000; AID 2606, 2010; in the data active = inhibition above about 38%;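 also: extracellular domain of Rv3671c used as enzyme; 0% = enzyme with DMSO and 100% = no enzyme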
Target sequence (P9WHR9 whole entry, looked up, the tested form may be a part): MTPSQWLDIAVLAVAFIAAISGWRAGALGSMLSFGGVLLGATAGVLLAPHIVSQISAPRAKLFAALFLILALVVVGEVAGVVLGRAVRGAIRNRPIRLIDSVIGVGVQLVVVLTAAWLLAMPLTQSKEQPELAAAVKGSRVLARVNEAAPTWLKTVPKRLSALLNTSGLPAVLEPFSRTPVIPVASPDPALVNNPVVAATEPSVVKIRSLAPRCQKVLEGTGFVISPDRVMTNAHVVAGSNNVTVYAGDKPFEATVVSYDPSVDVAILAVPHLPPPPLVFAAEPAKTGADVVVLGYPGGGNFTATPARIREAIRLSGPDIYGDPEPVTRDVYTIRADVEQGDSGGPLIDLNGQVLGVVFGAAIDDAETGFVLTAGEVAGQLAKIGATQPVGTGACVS
CCHF vOTU inh: CCHFV vOTU protease inhibitors, primary screen, biochemical, Pep-AMC substrate, fluorescence | inhibition, % at 11.5 µM | hit rate 0.55% among 370,000; in the data active = inhibition above about 30%; also: 0% = vehicle wells with enzyme and 100% = no enzyme wells
VHR inh abs: VHR1 phosphatase inhibitors, primary screen, biochemical, absorbance, uHTS; Dual specificity protein phosphatase 3 (Homo sapiens), P51452; recombinant VHR phosphatase, pNPP absorbance; inhibition, % at 13.3 µM; hit rate 0.52% among 290,000; AID 1654, 2009; in the data active = inhibition above about 50%; also: some compounds called inactive have numbers as strong as hits
Target sequence (P51452 whole entry, looked up): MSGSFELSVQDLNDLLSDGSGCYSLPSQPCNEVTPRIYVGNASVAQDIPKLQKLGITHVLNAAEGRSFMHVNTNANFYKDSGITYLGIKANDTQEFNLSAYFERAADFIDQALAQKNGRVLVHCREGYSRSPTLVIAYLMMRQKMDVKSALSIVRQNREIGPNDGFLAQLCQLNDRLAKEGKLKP
SSB-PriA inh: inhibitors of Klebsiella pneumoniae PriA binding to SSB C-terminal tail, primary screen, biochemical, AlphaScreen | PriA–SSB C-terminal tail interaction (Klebsiella pneumoniae) | AlphaScreen SSBct-PriA binding, biotinylated peptide | inhibition, % at 33 µM | hit rate 0.6% among 430,000; in the data active = inhibition mostly above about 37%, no sharp cut-off; inactive = mostly below about 20%;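 also: plate controls were negative control peptide for no effect and reference peptide for full effect; strong numbers were not always called active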
Numbers without * were called inactive; i = inactive; u = inconclusive; x = no result given; & = joins results of further samples. Rule as the data show it, unless noted: active = inhibition above about 30%; inconclusive = no clear call, values can overlap the other calls; inactive = below that. The list is partial (hit frequency here may not be typical).

SMILES	BoNT-F LC inh	MazF activator	Anthrax LF inh2	SARS 3CLpro inh	PrPC surface inh	BoNT A protease	Rv3671c protease	CCHF vOTU inh	VHR inh abs	SSB-PriA inh
Cc1cccc(N2CCN(C(=O)C3CCCN(S(=O)(=O)c4cnc[nH]4)C3)CC2C)c1 (configuration not stated)	-2.6	4.7	u	-0.7	0.3	-5.2	-11.2	-5.1	-4.7	-1.1
O=S(=O)(Nc1cccc(-c2ccc3nncn3n2)c1)c1ccccc1F	7.7	2.6	-8.9	x	-11.9	1.1	-12.7	7.5	x	4.2&-15.0
CCOc1ccc(NC(=S)Nc2cccc3ccccc23)cc1	3.0	-2.7	0.5	3.4	3.1	2.8	0.1	0.1	19.2	49.6*
Cc1ccc(-c2nnc(NCc3nc4ccccc4[nH]3)c3ccccc23)cc1S(=O)(=O)N1CCCCC1	-3.6	-66.8	1.2	8.5	2.1	0.4	-86.8	16.7	23.7	9.8
N#Cc1ccsc1NC(=O)CN1CCN(c2ccc(O)cc2)CC1	-1.3	4.8	-0.7	3.8	1.0	0.2	3.2	0.8	47.0	-0.3
CC1CC(=O)N(c2ccc(N(C)Cc3ccccc3)c([N+](=O)[O-])c2)C1=O (configuration not stated)	-7.7	4.4	0.4	0.6	-5.6	1.0	7.4	1.5	-24.0	2.2
COc1ccc(C(NC(=O)CC(C)C)c2c(O)ccc3ccccc23)cc1 (configuration not stated)	-11.6	2.0	-12.6	6.8	2.4	1.6	-10.5	-5.2	20.0	7.9
CN(C)c1cccc(NC(=O)C2Cc3c(-c4ccc(Cl)cc4)ccnc3O2)c1 (configuration not stated)	-6.4	x	-7.6	x	6.8	-0.5	x	11.2	x	x
CCN(c1ccc(C(O)(C(=O)OC)C(F)(F)F)cc1)S(=O)(=O)c1ccccc1 (configuration not stated)	u	4.6	-6.6	-3.8	-2.7	0.7	1.2	8.6	5.5	-11.9
CCCn1c(C)c(C(=O)OCC)c(O)c(-c2ccccc2)c1=O	-0.7	5.3	3.1	x	-2.0	0.0	-3.0	-0.1	x	-15.7
NS(=O)(=O)c1ccc(CNC(=S)NC(=O)c2ccco2)cc1	4.0	-3.7	-1.0	x	5.3	-0.3	-6.0	-4.7	x	-9.7
O=C(Nc1nc(-c2ccccc2)cs1)c1ccc(Br)o1	-14.3	-0.1	-6.5	-0.2	-5.2	-1.1	-63.8	-1.0	-0.7	-3.3
CC(=O)N1CN(C2CC(C)(C)NC(C)(C)C2)Cc2c1sc1c2CCCC1	2.6	3.3	-1.0	3.2	-4.6	-0.3	-11.1	0.9	1.0	-9.7
C=CCn1c(N)cc(=O)nc1SCC(=O)Nc1ccc(C(=O)OCC)cc1	-4.5	12.7	-4.0	1.4	2.9	-1.5	-5.0	1.7	10.2	-2.6
CN1CCC(n2[nH]c(-c3ccccc3)c(Cc3ccccc3)c2=O)CC1	0.7	6.9	-1.7	x	-7.3	-0.3	x	10.6	x	3.1
C=CCn1c(O)c(C=Nc2c(C)n(C)n(-c3ccccc3)c2=O)c(=O)[nH]c1=O	u	-11.7	-1.5	3.9	10.8	1.0	4.1	16.1	13.3	-7.4
Cc1ccc(CN2CCN(/N=C\C(Br)=C\c3ccccc3)CC2)cc1	-1.4	0.4	-0.8	-1.5	6.0	-0.8	-6.4	19.8	-1.6	x
O=C(CSc1nc2[nH]c(=O)cc(O)c2s1)Nc1nncs1	-13.3	-1.6	-5.5	x	-1.4	-1.0	x	-1.0	x	1.8
Cc1nc(CSc2nsc(C)c2C#N)cs1	0.0	-3.6	-1.8	1.6	0.8	-0.1	-2.4	3.0	1.1	-13.1
COc1ccc(C2=NOC(C(=O)NC3CCCCC3)C2)cc1OC (configuration not stated)	3.4	-3.1	-1.7	-2.3	0.1	0.3	8.0	3.4	2.4	-6.4
O=C(NC(Cc1ccccc1)C(=O)O)C1CCN(S(=O)(=O)c2ccccc2C(F)(F)F)CC1 (configuration not stated)	-12.7	-7.5	-19.8	0.6	0.4	-0.3	-5.2	3.7	-5.3	-1.6
CC(C)N1C(=O)N(c2ccc(Cl)cc2)C(C)(O)CC1(C)C (configuration not stated)	3.0	-3.8	2.9	-1.6	8.6	-1.0	-8.9	-1.2	x	-8.9
Cc1nnsc1C(=O)N1CCN(c2ccc(F)cc2)CC1	u	6.2	-8.0	-2.8	8.1	0.8	1.5	-3.8	3.8	-6.8
Cc1ccc(S(=O)(=O)N2CCCCC2)c(C)c1NS(C)(=O)=O	0.7	-16.3	-4.6	-7.0	-5.8	0.3	3.6	-5.1	20.8	-15.5
O=C(NCc1ccc(F)cc1)c1cccs1	x	6.2	x	-4.6	-0.1	x	-2.5	3.3	20.8	7.8
CCOC(=O)C1CC=C(Cl)CC1C(=O)Nc1nccs1 (configuration not stated)	-3.7	3.4	-3.2	2.5	5.2	-0.7	4.8	-3.0	-16.7	6.4
Cc1ccc(Nc2ncnc(N)n2)cc1C	-3.3	-11.5	-0.6	-2.7	-2.6	0.0	-4.3	-5.5	15.1	9.9
CC1CCc2[nH]c3ccc(C(=O)N(C)CC(=O)Nc4ccccc4Br)cc3c2C1 (configuration not stated)	4.8	5.6	-0.9	x	0.8	0.2	4.4	4.0	x	18.4
CSc1ncc(C(=O)O)n1-c1ccc(F)cc1	26.0	6.7	-2.0	-0.2	1.4	0.6	1.1	-9.2	-7.7	1.9
Cc1cccc(N2C(=O)CC(N(O)c3ccccc3)C2=O)c1 (configuration not stated)	-0.8	2.8	-3.5	-2.6	-1.4	0.5	4.0	-6.8	23.2	2.3
Cc1cc(-c2c(C)[nH]n(-c3ccccc3)c2=O)n[nH]1	-5.3	3.6	-1.1	0.7	-7.1	0.5	13.8	1.6	12.1	15.0
CC(C)(C)NC(=O)C(c1ccccn1)N(C(=O)C1CSC(=O)C1)c1ccc(F)cc1 (configuration not stated)	2.9	2.2	-4.7	2.6	-0.8	-0.3	-3.4	-2.3	18.9	-11.2
Cc1ccc(N2CC(C(=O)NCc3n[nH]c(=O)c4ccccc34)CC2=O)cc1 (configuration not stated)	-3.2	3.1	3.2	x	4.3	0.0	-4.5	-10.1	x	-1.0&-10.0
COc1ccccc1CNC(=O)CCC(=O)N1C[C@H]2C[C@@H](C1)c1cccc(=O)n1C2	-4.7	3.1	-6.0	-2.2	0.0	-0.8	0.8	4.7	4.3	x
Nn1c(Cc2ccccc2F)nnc1SCC(=O)Nc1cccc(S(=O)(=O)NC2=NCCCCC2)c1	-1.4	-9.2	-5.0	1.2	-6.6	-0.3	1.2	0.4	23.3	-31.6
COC(=O)c1nc2ccccn2c1F	1.4	13.3	-0.7	-1.7	5.1	0.3	1.7	-2.7	-7.5	-1.6
COc1ccccc1C(O)(c1ccccc1)c1ccccc1OC	-4.3	0.2	-3.9	x	4.1	-0.6	x	11.6	x	-14.5
Nc1ccc(C(=O)N(CCO)CCO)cc1	-8.0	-1.8	-1.0	5.1	3.2	-0.4	-1.1	3.8	66.1	-13.6
C[C@@H]1C=C(C(=O)N2CCN(C)CC2)O[C@H](OCc2ccc(CO)cc2)C1	4.7	5.2	0.4	2.9	-0.6	-0.3	-0.5	3.5	12.0	-8.7
Fc1ccccc1CSc1nncn1NCc1cccs1	11.6	2.7	-7.2	1.5	-0.7	6.8	-2.1	-0.3	37.5	-3.5

One compound at a time (already shown).
`C[C@@H]1C=C(C(=O)N2CCN(C)CC2)O[C@H](OCc2ccc(CO)cc2)C1` across the screens: BoNT-F LC inh: 4.7; MazF activator: 5.2; Anthrax LF inh2: 0.4; SARS 3CLpro inh: 2.9; PrPC surface inh: -0.6; BoNT A protease: -0.3; Rv3671c protease: -0.5; CCHF vOTU inh: 3.5; VHR inh abs: 12.0; SSB-PriA inh: -8.7
`Nn1c(Cc2ccccc2F)nnc1SCC(=O)Nc1cccc(S(=O)(=O)NC2=NCCCCC2)c1` across the screens: BoNT-F LC inh: -1.4; MazF activator: -9.2; Anthrax LF inh2: -5.0; SARS 3CLpro inh: 1.2; PrPC surface inh: -6.6; BoNT A protease: -0.3; Rv3671c protease: 1.2; CCHF vOTU inh: 0.4; VHR inh abs: 23.3; SSB-PriA inh: -31.6

(cont.)
SMILES	BoNT-F LC inh	MazF activator	Anthrax LF inh2	SARS 3CLpro inh	PrPC surface inh	BoNT A protease	Rv3671c protease	CCHF vOTU inh	VHR inh abs	SSB-PriA inh
CC(=O)c1ccc(NC(=O)CSc2ccc(-c3sc(C)nc3C)nn2)cc1	-5.2	-0.3	-0.6	0.6	-5.4	-1.4	-3.0	-4.2	27.9	-8.1
Cc1cc(/C=N/NC(=O)CC2(C)OCCO2)c(C)n1-c1cc(Cl)cc(Cl)c1	-1.7	1.7	-3.8	0.5	-3.1	0.0	0.2	6.3	29.0	x
COC(=O)C1[C@H]2C(=O)N(Cc3cccs3)C[C@]23C=C[C@H]1O3 (some centres not stated)	-2.6	-1.7	-0.6	-2.0	3.6	-1.3	0.8	5.6	17.0	-4.3
Cn1c(SCC(=O)Nc2ccc(Br)cc2F)nnc1-c1ccco1	8.5	4.6	0.4	2.9	-2.5	-1.2	2.4	13.8	13.8	1.9
COc1ccc(C2(CNC(=O)c3cccc([N+](=O)[O-])c3)CCOCC2)cc1	1.9	-3.3	-4.8	1.5	-17.8	-0.5	-8.7	-2.1	8.4	-5.2
c1ccc2c(c1)OCc1cn[nH]c1-2	-4.3	2.9	-5.2	-2.0	-8.0	-1.2	-6.0	-5.4	3.8	-6.6
CC(=O)N/N=C(/C)c1ccc(NC(=O)c2csc(C)c2C)cc1	0.3	1.2	-6.7	-3.2	1.9	-0.1	4.7	-3.5	2.3	x
COc1ccc(C(=O)CC(=O)c2ccccc2)cc1	x	-3.2	x	x	4.1	x	3.5	-8.9	x	-26.3
O=C(Nc1ccc(F)c(Cl)c1)C1CC(=O)n2c(nc3ccccc32)N1 (configuration not stated)	1.8	-1.5	-3.2	6.0	-1.0	-0.8	0.3	-11.4	53.0*	2.1
COc1cccc(NC(=O)C2C3C=CC(O3)C2C(=O)NCc2cccnc2)c1 (configuration not stated)	-2.2	-0.8	-1.9	-3.4	2.5	3.2	-2.3	-6.7	3.0	-24.0
Cc1nn(C)c2ncc(C(=O)c3ccccc3O)cc12	-0.7	6.3	-5.5	-5.2	4.3	-1.0	-9.3	7.5	30.6	-0.1
Cc1ccccc1/C=C/C1=NCCN1	-3.6	13.0	11.6	x	8.2	0.1	1.1	-4.7	x	-6.8
Oc1ccc(-c2sc(Nc3ccccc3)n[n+]2-c2ccc(F)cc2)cc1	-12.5	3.7	-2.1	-7.2	-15.5	-0.2	-1.1	3.5	32.1	-14.8
CCOC(=O)C1CCN(Cc2cn[nH]c2-c2ccc(C)cc2)CC1	-13.9	-1.4	1.7	2.4	-3.3	-1.1	4.1	1.1	21.3	-7.2
Cc1ccc(CNC(=O)CCCn2c(=O)c3ccccc3n(CC(=O)NCc3ccco3)c2=O)cc1	-15.1	-7.9	-4.4	-1.3	-2.1	-0.7	6.4	4.5	20.4	-2.4
CCn1c2ccccc2c2cc(/C=N/O)ccc21	-21.8	3.3	-5.1	4.2	-1.5	-5.6	-5.7	-17.5	28.4	i
